NCI-60 one-dose screen, 48 h, at 10 µM unless noted. Numbers give growth in % (100 = growth as untreated, 0 = no growth, -100 = all killed).
LOX IMVI: LOX IMVI melanoma | actives 7.4% (n = 79,000) | AID 1794757
T-47D: T-47D breast cancer; actives 5% (n = 79,000)
HS 578T: HS 578T breast cancer; actives 4.1% (n = 78,000); AID 1794788
UACC-62: UACC-62 melanoma; actives 5.4% (n = 81,000); AID 1794756
MALME-3M: MALME-3M melanoma; actives 5.8% (n = 78,000)
BT-549: BT-549 breast cancer. actives 4.4% (n = 78,000)
SK-MEL-2: SK-MEL-2 melanoma; actives 4.7% (n = 77,000); AID 1794763
UACC-257: UACC-257 melanoma. actives 4.4% (n = 78,000)
Numbers without * were called inactive; & = joins results of further samples. The calls were made as follows: active = growth percent below 10; inactive = the rest. An excerpt (hit frequency here may not be typical).

CC1CN1P(=O)(Oc1ccccc1)N1CC1C (centres undefined) was read as LOX IMVI 94.2, T-47D 104.0, HS 578T 110.1, UACC-62 97.2, MALME-3M 128.6, BT-549 100.5, SK-MEL-2 99.8 and UACC-257 105.9.
`O=C1C=CC(=O)c2c(O)cccc21` gave LOX IMVI 74.6, T-47D 52.0, HS 578T 93.4, UACC-62 75.1, MALME-3M 111.0, BT-549 69.5, SK-MEL-2 68.2 and UACC-257 72.0.
CSc1nc(N)c(N=Nc2ccc([As](=O)(O)O)cc2)c(=O)[nH]1 was read as LOX IMVI 98.6, T-47D 100.5, HS 578T 118.4, UACC-62 91.8, MALME-3M 132.4 and UACC-257 99.0.
For O=S(=O)(F)c1ccc2nc(-c3ccccc3)cc(Cl)c2c1 the results were LOX IMVI 89.3, T-47D 103.0, UACC-62 105.9, MALME-3M 93.2, BT-549 102.4, SK-MEL-2 111.3 and UACC-257 89.8.
Screening CC(C)(N)C(O)c1ccccc1 (centres undefined) returned LOX IMVI 99.0, T-47D 73.8, HS 578T 108.1, UACC-62 107.2, MALME-3M 96.5, BT-549 104.8, SK-MEL-2 90.8 and UACC-257 100.8.
`NCC(=O)c1ccc(O)c(O)c1` gave LOX IMVI 92.6, T-47D 89.1, HS 578T 83.7, UACC-62 90.8, MALME-3M 93.2, BT-549 81.6 and SK-MEL-2 135.2.
For O=C1CC[C@@]2(O)[C@H]3Cc4ccc(O)c5c4C2(CCN3CC2CC2)[C@H]1O5 the results were LOX IMVI 104.2, T-47D 104.4, HS 578T 110.1, UACC-62 94.7, MALME-3M 99.7, BT-549 102.8, SK-MEL-2 107.8 and UACC-257 103.8.
Screening CCNC1(c2cccs2)CCCCC1=O (centres undefined) returned LOX IMVI 97.2, T-47D 96.9, HS 578T 107.8, UACC-62 97.7, MALME-3M 100.8, BT-549 93.3 and UACC-257 97.8.
O=C(Nc1cccc(S(=O)(=O)F)c1)Oc1ccc([N+](=O)[O-])cc1 was read as LOX IMVI 89.8, T-47D 104.1, HS 578T 79.8, UACC-62 99.5, MALME-3M 103.7, BT-549 95.5, SK-MEL-2 94.5 and UACC-257 103.6.
Oc1ccc(O)c(Cl)c1 was read as LOX IMVI 93.9&94.4, T-47D 89.1, HS 578T 97.7&93.5, UACC-62 101.2&93.9, MALME-3M 103.5&106.1, BT-549 96.1&66.3, SK-MEL-2 102.4&101.6 and UACC-257 102.3&88.1.
For Oc1ccc(CCN2CCCCC2)cc1 the results were LOX IMVI 94.0, T-47D 109.1, HS 578T 107.9, UACC-62 97.1, BT-549 101.3, SK-MEL-2 103.2 and UACC-257 97.8.
Screening COc1cc2c(cc1OC)C13CCN4CC5=CCOC6CC(=O)N2C1C6C5CC43 (centres undefined) (tested in a mixture with another compound) returned LOX IMVI 98.9, T-47D 107.4, UACC-62 107.4, MALME-3M 125.9, BT-549 79.5, SK-MEL-2 117.5 and UACC-257 144.7.
O=PO was read as LOX IMVI 84.0, T-47D 108.8, HS 578T 110.6, UACC-62 110.0, MALME-3M 121.7, BT-549 113.4 and UACC-257 98.7.
Nc1ccccc1C(=O)c1ccccc1 was read as LOX IMVI 100.0, T-47D 107.1, HS 578T 105.2, UACC-62 100.3, MALME-3M 112.6, SK-MEL-2 136.7 and UACC-257 82.8.
Screening CC1(C)N=C(N)N=C(N)N1c1ccc(CCC(=O)Nc2ccc(S(=O)(=O)F)cc2)cc1 returned LOX IMVI 15.8, T-47D 88.9, HS 578T 82.0, UACC-62 26.2, MALME-3M 47.0, BT-549 58.7, SK-MEL-2 50.4 and UACC-257 41.1.

Two records picked at random from those above, as already listed:
O=PO was read as LOX IMVI 84.0, T-47D 108.8, HS 578T 110.6, UACC-62 110.0, MALME-3M 121.7, BT-549 113.4 and UACC-257 98.7.
Screening CC(C)(N)C(O)c1ccccc1 (centres undefined) returned LOX IMVI 99.0, T-47D 73.8, HS 578T 108.1, UACC-62 107.2, MALME-3M 96.5, BT-549 104.8, SK-MEL-2 90.8 and UACC-257 100.8.

(cont.)
For O=C1N=c2ccccc2=C/C1=C\c1c(O)[nH]c(=S)[nH]c1=O the results were LOX IMVI 101.0, T-47D 104.4, HS 578T 102.8, UACC-62 98.4, MALME-3M 105.3, BT-549 98.8, SK-MEL-2 106.1 and UACC-257 93.2.
CN1C2CCC1CC(OC(=O)c1cccc(O)c1)C2 (centres undefined) was read as LOX IMVI 106.5, T-47D 104.0, HS 578T 87.6, UACC-62 104.8, MALME-3M 105.2, BT-549 91.7, SK-MEL-2 119.4 and UACC-257 100.4.
`Fc1ccc(C2=CCNCC2)cc1` gave LOX IMVI 90.1, T-47D 99.2, HS 578T 113.9, UACC-62 86.4, MALME-3M 95.5, SK-MEL-2 108.9 and UACC-257 -21.6*.
For C[C@]12CCc3nc(-c4cc(Cl)cc(Cl)c4)sc3C1=CC[C@@H]1[C@@H]2CC[C@]2(C)C(=O)CC[C@@H]12 the results were LOX IMVI 93.5, T-47D 100.3, HS 578T 91.5, UACC-62 93.9, MALME-3M 95.5, BT-549 93.3, SK-MEL-2 106.1 and UACC-257 106.0.
`Cc1ccc2oc(=O)c3c(c2c1)OC(/N=C/N(C)C)=C(C#N)C3c1ccco1` (centres undefined) gave LOX IMVI 103.2, HS 578T 97.8, UACC-62 96.0, MALME-3M 100.4, BT-549 101.4, SK-MEL-2 100.3 and UACC-257 83.9.
`Nc1nc(N)n2c(N)nnc2n1` gave T-47D 101.3, UACC-62 90.0, MALME-3M 93.3, BT-549 104.1, SK-MEL-2 98.8 and UACC-257 89.6.
Screening CCN1CCC[C@]2(C)[C@H]3CC[C@@]4(C)[C@@H](CC[C@]4(C)O)[C@@H]3CC[C@@H]12 returned LOX IMVI 93.6, T-47D 95.7, HS 578T 103.4, UACC-62 103.5, MALME-3M 99.4, BT-549 102.2, SK-MEL-2 99.7 and UACC-257 100.7.
`CCOc1ccc(C=C(C#N)C#N)cc1OCC` gave LOX IMVI 92.8, HS 578T 108.1, UACC-62 106.1, MALME-3M 119.1, BT-549 87.1, SK-MEL-2 104.9 and UACC-257 102.4.
CN(C)CC(C(=O)Cc1ccccc1)c1ccccc1 (centres undefined) was read as T-47D -37.8*, UACC-62 111.7, MALME-3M 37.5, BT-549 76.3, SK-MEL-2 82.2 and UACC-257 5.8*.
`CCCC[C@H]1C(=O)O[C@H](C)[C@H](NC(=O)c2cccc(NC=O)c2O)C(=O)O[C@@H](C)[C@@H]1OC(=O)CC(C)C` gave LOX IMVI 32.9, T-47D 27.9, HS 578T -18.5*, UACC-62 34.0, MALME-3M 44.0, BT-549 139.7, SK-MEL-2 93.4 and UACC-257 42.8.
Screening COc1ccc([As]=[As]c2ccc(OC)c(NCS(=O)(=O)O)c2)cc1NCS(=O)(=O)O (centres undefined) returned LOX IMVI 5.4*, T-47D -41.9*, HS 578T 6.4*, UACC-62 17.0, MALME-3M -44.6*, BT-549 -12.1*, SK-MEL-2 23.9 and UACC-257 27.6.
Screening S=P(NCCNP(=S)(N1CC1)N1CC1)(N1CC1)N1CC1 returned LOX IMVI 67.1, T-47D 89.6&92.0, HS 578T 112.0&110.4, UACC-62 75.0&71.4, MALME-3M 91.4, BT-549 92.8, SK-MEL-2 127.8&97.5 and UACC-257 88.9&95.3.
Cc1ccc(-c2c[se]c(Nc3ccccc3)n2)cc1 was read as LOX IMVI 97.9, T-47D 61.9, HS 578T 95.6, UACC-62 83.9, MALME-3M 93.0, BT-549 96.3, SK-MEL-2 93.3 and UACC-257 101.5.
`O=[N+]([O-])c1ccc(C(c2ccc([N+](=O)[O-])cc2)c2ccc([N+](=O)[O-])cc2)cc1` gave LOX IMVI 89.5, T-47D 101.8, HS 578T 92.6, UACC-62 87.5, MALME-3M 108.0, BT-549 113.1, SK-MEL-2 93.3 and UACC-257 94.2.
`c1ccc(CCN2CCCCC2)nc1` gave LOX IMVI 107.2, T-47D 91.1, HS 578T 109.4, UACC-62 97.9, MALME-3M 141.3, BT-549 99.8, SK-MEL-2 110.6 and UACC-257 107.9.
Screening C[C@H]1CCC/C=C/[C@@H]2C[C@H](O)C[C@H]2[C@H](O)/C=C/C(=O)O1 returned LOX IMVI -69.4*, T-47D -26.1*, HS 578T 57.9, UACC-62 20.9, MALME-3M -73.0*, BT-549 2.5*, SK-MEL-2 -21.5* and UACC-257 13.1.
`Cc1ccc(Cl)c(-n2c(=S)[nH]c3ccccc3c2=O)c1` gave LOX IMVI 94.5, T-47D 104.6, HS 578T 93.1, UACC-62 85.3, MALME-3M 91.8, BT-549 96.6, SK-MEL-2 100.2 and UACC-257 93.6.
For O=C(CF)N(O)c1ccc(/C=C/c2ccccc2)cc1 the results were LOX IMVI 39.8, T-47D 26.0, HS 578T 99.0, UACC-62 23.4, MALME-3M 82.9, BT-549 44.9, SK-MEL-2 94.9 and UACC-257 -7.1*.
Screening O=C(NCCN1CC1)c1cccc2nc3c(C(=O)NCCN4CC4)cccc3nc12 returned LOX IMVI 71.6, T-47D 88.8, HS 578T 105.3, UACC-62 98.2, MALME-3M 103.6, BT-549 100.6, SK-MEL-2 105.1 and UACC-257 103.0.
For COc1cc(NCCCN=C(N)N)c2ncccc2c1 the results were LOX IMVI 104.4, T-47D -0.9*, HS 578T 88.8, UACC-62 90.3, MALME-3M 21.1, BT-549 65.9, SK-MEL-2 27.8 and UACC-257 90.3.
COc1ccccc1/C=C/[N+](=O)[O-] was read as LOX IMVI 37.4, T-47D 50.7, HS 578T 79.0, UACC-62 73.0, MALME-3M 97.5, BT-549 82.4, SK-MEL-2 103.6 and UACC-257 71.8.
For CC1(C)CC(=O)CC(C)(C)N1N=O the results were LOX IMVI 97.1, T-47D 97.3, UACC-62 104.3, MALME-3M 130.1 and UACC-257 104.4.
`CC[n+]1c(-c2ccccc2)c2cc(N)ccc2c2ccc(N)cc21` gave LOX IMVI 13.5, T-47D 11.2, HS 578T 3.7*, UACC-62 -81.3*, MALME-3M -25.0*, BT-549 -35.7*, SK-MEL-2 -60.1* and UACC-257 -19.3*.
`O=C1NC(=S)NC(=O)C1c1ccccc1` gave LOX IMVI 100.2, T-47D 109.1, UACC-62 111.6, MALME-3M 130.3, BT-549 110.4, SK-MEL-2 108.1 and UACC-257 114.3.
NC(=NCCCCCCN/C(N)=N/[N+](=O)[O-])N[N+](=O)[O-] was read as LOX IMVI 101.4, T-47D 112.4, HS 578T 98.4, UACC-62 94.1, MALME-3M 86.4, BT-549 102.5 and SK-MEL-2 103.1.
Screening C=CCSc1nc2ccccc2c(=O)n1-c1cc(OC)c(Cl)cc1OC returned LOX IMVI 96.1, T-47D 82.0, HS 578T 97.2, UACC-62 86.4, MALME-3M 87.7, BT-549 85.4 and UACC-257 91.1.
Screening CC(=O)N(c1ccccc1)c1nc(-c2ccccc2)c[se]1 returned LOX IMVI 93.4, T-47D 60.8, HS 578T 95.9, UACC-62 70.3, MALME-3M 88.9, BT-549 93.8, SK-MEL-2 100.6 and UACC-257 99.0.
Screening Cc1ccc(C(=O)O)cc1S(=O)(=O)F returned LOX IMVI 97.7, T-47D 86.2, HS 578T 103.2, UACC-62 94.0, MALME-3M 85.0, BT-549 101.1, SK-MEL-2 87.0 and UACC-257 91.7.
For CC(C)C(C)(O)C#N (centres undefined) the results were LOX IMVI 96.3, HS 578T 100.8, UACC-62 106.6, MALME-3M 96.8, BT-549 98.9, SK-MEL-2 102.4 and UACC-257 99.4.
For Cc1ccc(-c2nc3c(s2)CC[C@@]2(C)C3=CC[C@@H]3[C@@H]2CC[C@]2(C)C(=O)CC[C@@H]32)cc1 the results were LOX IMVI 90.8, T-47D 119.4, HS 578T 94.4, UACC-62 107.8, MALME-3M 110.0, BT-549 112.6, SK-MEL-2 115.4 and UACC-257 101.0.
For COC(CN)c1ccccc1 (centres undefined) the results were LOX IMVI 98.8, T-47D 86.7, HS 578T 104.1, UACC-62 98.8, MALME-3M 112.0, BT-549 104.9 and SK-MEL-2 105.9.

Grouped by structure: the compounds so far containing a nitro group on carbon (3)
O=C(Nc1cccc(S(=O)(=O)F)c1)Oc1ccc([N+](=O)[O-])cc1 was read as LOX IMVI 89.8, T-47D 104.1, HS 578T 79.8, UACC-62 99.5, MALME-3M 103.7, BT-549 95.5, SK-MEL-2 94.5 and UACC-257 103.6.
`O=[N+]([O-])c1ccc(C(c2ccc([N+](=O)[O-])cc2)c2ccc([N+](=O)[O-])cc2)cc1` gave LOX IMVI 89.5, T-47D 101.8, HS 578T 92.6, UACC-62 87.5, MALME-3M 108.0, BT-549 113.1, SK-MEL-2 93.3 and UACC-257 94.2.
COc1ccccc1/C=C/[N+](=O)[O-] was read as LOX IMVI 37.4, T-47D 50.7, HS 578T 79.0, UACC-62 73.0, MALME-3M 97.5, BT-549 82.4, SK-MEL-2 103.6 and UACC-257 71.8.
